Bioassay records from PubChem BioAssay.
TNAP inh hiacc: human TNAP enzyme inhibitors, primary screen, biochemical, luminescent, high phosphate acceptor level, uHTS; Alkaline phosphatase, tissue-nonspecific isozyme (Homo sapiens), P05186; purified TNAP, CDP-star luminescence, 1 M DEA; 0.03% of 200,000 active; inhibition, % at 20 µM; AID 1135, 2008;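 active = over 50% inhibition of tissue-nonspecific alkaline phosphatase at 20 µM in the single-dose screen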;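 note: plate controls were DMSO wells for no effect and EDTA-quenched wells as full inhibition for full effect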
Target sequence (P05186 whole entry, looked up): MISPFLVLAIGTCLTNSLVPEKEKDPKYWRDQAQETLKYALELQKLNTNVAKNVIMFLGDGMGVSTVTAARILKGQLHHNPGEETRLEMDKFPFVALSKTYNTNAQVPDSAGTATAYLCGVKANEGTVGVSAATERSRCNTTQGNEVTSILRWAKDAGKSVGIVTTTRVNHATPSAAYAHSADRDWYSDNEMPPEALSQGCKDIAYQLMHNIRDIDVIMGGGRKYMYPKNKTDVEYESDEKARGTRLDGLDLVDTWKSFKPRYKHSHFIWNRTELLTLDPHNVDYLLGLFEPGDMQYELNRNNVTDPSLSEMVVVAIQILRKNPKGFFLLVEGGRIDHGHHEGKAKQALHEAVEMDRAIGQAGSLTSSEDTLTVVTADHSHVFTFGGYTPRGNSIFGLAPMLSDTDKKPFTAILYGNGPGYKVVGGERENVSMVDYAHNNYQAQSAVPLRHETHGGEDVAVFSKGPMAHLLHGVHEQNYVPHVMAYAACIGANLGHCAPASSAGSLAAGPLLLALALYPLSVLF
G6PDH CS: L. mesenteroides G6PDH inhibitors, counter-screen for G6PDH-coupled screening assays, biochemical, Leuconostoc mesenteroides enzyme | glucose-6-phosphate dehydrogenase [Leuconostoc mesenteroides] | Purified L. mesenteroides G6PDH, diaphorase/resazurin coupled fluorescence, 45 min | inhibition, % at 5 µM | 0.12% of 200,000 active; in the data active = inhibition above about 50%
TNAP act hiacc: TNAP activators at high phosphate acceptor level, primary screen, biochemical, luminescence, uHTS | activation factor at 20 µM | purified TNAP, CDP-star luminescence, 1 M DEA, 30 min; hits give high values; 0 = EDTA background, 1 = DMSO-only activity | AID 1136, 2008 | 200,000 tested, under 10 active;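 active = activation factor at least 2 at 20 µM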
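Dosing: 20 µM single point. System: human TNAP. Amount: TNAP 1/800 final. Incubation: 30 min, room temperature. Read-out: TNAP activation factor scaled between EDTA and DMSO control wells. Signal: luminescence from CDP-star hydrolysis. Medium: 1 M DEA, pH 9.8, Mg2+, Zn2+. Control set: EDTA negative control, DMSO positive control.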
Diaphorase act: compounds boosting diaphorase resazurin reduction – biochemical, uHTS, resorufin fluorescence, counter-screen for diaphorase-coupled primary assays, primary screen | 0.005% of 190,000 active | Diaphorase/resazurin coupled assay, 16 min; hits give high values; 1 = vehicle wells, 0 = NADH-free wells | activation factor at 20 µM;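 active = diaphorase activity raised at least twofold by the compound at 20 µM; inactive = activation factor below 2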
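Assay system: Purified diaphorase enzyme from Clostridium kluyveri | Amount: Enzyme 0.07 U/mL final | Dosing: Compound 20 µM once, DMSO 1% | Timing: 16 min reaction at room temperature | Detection: Fluorescence, excitation 544 nm and emission 590 nm | Evaluation: Higher resorufin formation from activation or reduction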
TNAP inh no acc: human TNAP enzyme inhibitors, primary screen, biochemical, luminescent, no phosphate acceptor, uHTS; purified TNAP, CDP-star luminescence, 30 min; inhibition, % at 20 µM; 0.26% of 200,000 active;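 active = tissue-nonspecific alkaline phosphatase inhibition above about 50% at 20 µM in the single-dose screen, limit read from the data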;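 note: 0% = DMSO negative control and 100% = EDTA positive control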
PMI activator: activators of human PMI, primary screen, biochemical, fluorescence intensity, near-Km mannose 6-phosphate; Mannose-6-phosphate isomerase (Homo sapiens), P34949; purified human PMI, coupled resazurin fluorescence, 20 min; hits give high values; 1 = vehicle control, 0 substrate-free wells; activation factor at 20 µM; 0.005% of 190,000 active;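 active = activation factor of 2 or more at 20 µM, relative to plate controls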
FLuc stim CS: FLuc activators, initial screening, artefact control for FLuc-dependent activation tests, biochemical, ATPlite luminescence | activation factor at 10 µM | ATPlite luciferase biochemical, 10 min; 0 = ATP-free wells, 1 = DMSO control | 200,000 tested, under 10 active | Luciferin 4-monooxygenase (Photinus pyralis), P08659 | AID 1027, 2008;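 active = luciferase activation factor, scaled between plate controls, of at least 2 with compound at 10 µM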
Target sequence (P08659 whole entry, looked up): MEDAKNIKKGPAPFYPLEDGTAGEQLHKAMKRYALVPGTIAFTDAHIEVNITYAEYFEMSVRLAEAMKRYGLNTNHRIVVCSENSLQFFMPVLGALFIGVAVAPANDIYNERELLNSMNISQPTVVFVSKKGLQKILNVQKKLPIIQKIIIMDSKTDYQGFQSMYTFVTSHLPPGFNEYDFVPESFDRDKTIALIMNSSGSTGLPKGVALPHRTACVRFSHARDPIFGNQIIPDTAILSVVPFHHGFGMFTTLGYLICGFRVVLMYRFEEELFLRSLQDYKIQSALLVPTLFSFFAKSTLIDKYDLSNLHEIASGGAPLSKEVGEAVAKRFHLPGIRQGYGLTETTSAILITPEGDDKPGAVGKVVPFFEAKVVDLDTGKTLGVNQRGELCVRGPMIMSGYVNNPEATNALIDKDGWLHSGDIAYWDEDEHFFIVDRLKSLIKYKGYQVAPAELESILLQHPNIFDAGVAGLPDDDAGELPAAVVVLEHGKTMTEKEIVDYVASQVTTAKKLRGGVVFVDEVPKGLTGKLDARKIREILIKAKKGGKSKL
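Material: luciferase plus luciferin reagent, cell-free. Medium: PBS buffer for ATP. Also added: ATP substrate, dispensed from a 10.24 µM working solution in PBS. Doses: test compounds dosed from 2 mM stocks in 100% DMSO. Incubation: 10 min post-reagent at room temperature. Technique: light output (luminescence). Read-out basis: luminescence gain marking luciferase activators.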
Diaphorase inh: diaphorase inhibitors and chemical oxidizers, primary screen, counter-screen for diaphorase-coupled primary assays, biochemical, uHTS, resorufin fluorescence; diaphorase resazurin-to-resorufin fluorescence, NADH, 16 min; bacterial (C. kluyveri) enzyme, not human; 0.69% of 190,000 active; AID 1217, 2008; inhibition, % at 20 µM;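 active = primary screen inhibition at 20 µM above a set limit, cut at about 50% in these data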;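 note: plate controls were DMSO with full reaction for no effect and wells lacking NADH for full effect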
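System: Diaphorase enzyme from Clostridium kluyveri | Amount: Enzyme working solution with 0.14 U/mL diaphorase | Benchmarks: No-NADH positive control and DMSO neutral control | Signal: Fluorescence of resorufin formed from resazurin, Ex 544/Em 590 nm | Schedule: 16-min room-temperature incubation before reading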
Efa HMGR inh: inhibitors of E. faecalis class II HMGR, primary screen, biochemical, Enterococcus faecalis; purified E. faecalis HMGR, NADPH absorbance 340 nm kinetic; inhibition, % at 10 µM; 0.41% of 190,000 active;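 active = inhibition above a set limit, the median over all tested compounds plus 3 SD, cut at about 9.5% in these data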;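 note: enzyme runs in reverse so mevalonate oxidation gives rising NADPH absorbance; 0% = complete reaction with DMSO and 100% = background rate lacking mevalonate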
PMI act satM6P: human PMI activators, high substrate, primary screen, biochemical, fluorescence intensity, near-saturating mannose 6-phosphate | 0.34% of 190,000 active | activation factor at 20 µM | Mannose-6-phosphate isomerase (Homo sapiens), P34949 | coupled PMI enzyme assay, resazurin fluorescence, 20 min; hits give high values; 1 = untreated enzyme, 0 = substrate-free blank | AID 1216, 2008;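 active = activation factor of 2 or more at 20 µM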
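Test system: human PMI in coupled enzyme assay; Input: PMI at 15 ng/mL final; Medium: HEPES buffer, pH 7.4; Schedule: 20 min incubation at room temperature; Technique: resorufin fluorescence at Ex 544/Em 590 nm; Compound: 20 µM single dose; Probe or stimulus: Near-saturating mannose-6-phosphate, 1.0 mM.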
An asterisk follows results filed as active.

For C=CCOc1ccc2ccccc2c1/C=N/O the results were TNAP inh hiacc -3, G6PDH CS -2, TNAP act hiacc 1, Diaphorase act 1.1, TNAP inh no acc -18, PMI activator 1.1, FLuc stim CS 1, Diaphorase inh -7, Efa HMGR inh -4 and PMI act satM6P 1.1.
Cc1nc2nc(C)c(CCC(=O)O)c(C)n2n1 was read as TNAP inh hiacc -1, G6PDH CS 0, TNAP act hiacc 1, Diaphorase act 0.9, TNAP inh no acc -20, PMI activator 0.9, FLuc stim CS 1, Diaphorase inh 12, Efa HMGR inh 3 and PMI act satM6P 1.
`CCCCN(C(=O)/C=C/c1ccco1)c1c(N)n(Cc2ccccc2)c(=O)[nH]c1=O` gave TNAP inh hiacc -3, G6PDH CS 0, TNAP act hiacc 1, Diaphorase act 0.9, TNAP inh no acc -9, PMI activator 1.1, FLuc stim CS 1, Diaphorase inh 14, Efa HMGR inh 2 and PMI act satM6P 1.1.
For CC1CCCCN1C(=O)CSc1nnc(-c2cccnc2)n1C1CCCCC1 (configuration not stated) the results were TNAP inh hiacc -1, G6PDH CS 13, TNAP act hiacc 1, Diaphorase act 0.9, TNAP inh no acc -8, PMI activator 0.9, FLuc stim CS 1.1, Diaphorase inh 12, Efa HMGR inh -2 and PMI act satM6P 0.9.
For Cc1cc(C)n(C2=NS(=O)(=O)c3ccccc32)n1 the results were TNAP inh hiacc -8, G6PDH CS -18, TNAP act hiacc 1.1, Diaphorase act 0.9, TNAP inh no acc -5, PMI activator 1, FLuc stim CS 1.1, Diaphorase inh 7, Efa HMGR inh -4 and PMI act satM6P 1.
COc1ccc(CCNC(=O)c2c(-c3ccccc3)noc2C)cc1OC was read as TNAP inh hiacc -4, G6PDH CS 12, TNAP act hiacc 1, Diaphorase act 0.8, TNAP inh no acc -4, PMI activator 0.9, FLuc stim CS 1, Diaphorase inh 16, Efa HMGR inh -1 and PMI act satM6P 0.8.
Screening CC(=O)OCC(OC(C)=O)C(OC(C)=O)C(OC(C)=O)C(=O)Nc1ccc(C)cc1 (configuration not stated) returned TNAP inh hiacc -6, G6PDH CS 8, TNAP act hiacc 1.1, Diaphorase act 1.1, TNAP inh no acc -10, PMI activator 1, FLuc stim CS 1, Diaphorase inh -7, Efa HMGR inh -3 and PMI act satM6P 1.1.
`O=C(CCSCCc1ccccn1)Nc1ccc(Br)cc1F` gave TNAP inh hiacc 0, G6PDH CS 15, TNAP act hiacc 1, Diaphorase act 1, TNAP inh no acc -11, PMI activator 0.8, FLuc stim CS 1, Diaphorase inh 0, Efa HMGR inh 3 and PMI act satM6P 0.8.
Screening C#CC(=O)N(c1ccc(OC)c(OC)c1)C(C(=O)NC1CCCC1)c1cccs1 (configuration not stated) returned TNAP inh hiacc -4, G6PDH CS -6, TNAP act hiacc 1, Diaphorase act 0.8, TNAP inh no acc -10, PMI activator 0.9, FLuc stim CS 1.1, Diaphorase inh 19, Efa HMGR inh -2 and PMI act satM6P 0.9.
`Cc1ccc(C)c(Nc2ncccc2C(=O)NCc2cccs2)c1` gave TNAP inh hiacc 4, G6PDH CS -2, TNAP act hiacc 1, Diaphorase act 0.8, TNAP inh no acc -12, PMI activator 0.7, FLuc stim CS 1, Diaphorase inh 17, Efa HMGR inh -1 and PMI act satM6P 0.9.

Random excerpt: three records from the list, in no set order.
`CCCCN(C(=O)/C=C/c1ccco1)c1c(N)n(Cc2ccccc2)c(=O)[nH]c1=O` gave TNAP inh hiacc -3, G6PDH CS 0, TNAP act hiacc 1, Diaphorase act 0.9, TNAP inh no acc -9, PMI activator 1.1, FLuc stim CS 1, Diaphorase inh 14, Efa HMGR inh 2 and PMI act satM6P 1.1.
For CC1CCCCN1C(=O)CSc1nnc(-c2cccnc2)n1C1CCCCC1 (configuration not stated) the results were TNAP inh hiacc -1, G6PDH CS 13, TNAP act hiacc 1, Diaphorase act 0.9, TNAP inh no acc -8, PMI activator 0.9, FLuc stim CS 1.1, Diaphorase inh 12, Efa HMGR inh -2 and PMI act satM6P 0.9.
Cc1nc2nc(C)c(CCC(=O)O)c(C)n2n1 was read as TNAP inh hiacc -1, G6PDH CS 0, TNAP act hiacc 1, Diaphorase act 0.9, TNAP inh no acc -20, PMI activator 0.9, FLuc stim CS 1, Diaphorase inh 12, Efa HMGR inh 3 and PMI act satM6P 1.

Continued.
Screening O=C(Nc1cccnc1)c1ccc(Oc2ccccc2)cc1 returned TNAP inh hiacc 0, G6PDH CS -23, TNAP act hiacc 1, Diaphorase act 0.9, TNAP inh no acc -7, PMI activator 0.9, FLuc stim CS 0.6, Diaphorase inh 9, Efa HMGR inh 2 and PMI act satM6P 0.9.
OCCN(Cc1ccccc1)Cc1ccccc1Cl was read as TNAP inh hiacc -5, G6PDH CS 12, TNAP act hiacc 1.1, Diaphorase act 0.9, TNAP inh no acc -12, PMI activator 0.9, FLuc stim CS 1, Diaphorase inh 9, Efa HMGR inh 2 and PMI act satM6P 1.1.
O=C(NC(=S)NCc1ccccc1)c1ccccc1F was read as TNAP inh hiacc 1, G6PDH CS 1, TNAP act hiacc 1, Diaphorase act 0.9, TNAP inh no acc -6, PMI activator 1, FLuc stim CS 1, Diaphorase inh 10, Efa HMGR inh -8 and PMI act satM6P 1.
Screening CC(=O)Nc1ccc2nc(C3CC3)n(Cc3ccc(Cl)cc3)c(=O)c2c1 returned TNAP inh hiacc 4, G6PDH CS 4, TNAP act hiacc 1, Diaphorase act 0.9, TNAP inh no acc -8, PMI activator 1, FLuc stim CS 1, Diaphorase inh 11, Efa HMGR inh -2 and PMI act satM6P 1.1.
For COC(=O)c1ccc(CNC(=O)COC(=O)C23CC4CC(CC(C4)C2)C3)cc1 the results were TNAP inh hiacc -5, G6PDH CS -13, TNAP act hiacc 1, Diaphorase act 0.8, TNAP inh no acc -15, PMI activator 0.9, FLuc stim CS 1.1, Diaphorase inh 16, Efa HMGR inh -5 and PMI act satM6P 1.
`CC(C)=CCC/C(C)=C/Cc1c(O)ccc(C(=O)/C=C/c2ccc(O)cc2)c1O` gave TNAP inh hiacc 27, G6PDH CS 15, TNAP act hiacc 0.7, Diaphorase act 0.9, TNAP inh no acc 20, PMI activator 1, FLuc stim CS 1, Diaphorase inh 15, Efa HMGR inh -4 and PMI act satM6P 1.
`C=CCN1C(=O)C(O)(CC(=O)c2c(C)n[nH]c2C)c2cc(Br)ccc21` (configuration not stated) gave TNAP inh hiacc -4, G6PDH CS 4, TNAP act hiacc 1, Diaphorase act 0.9, TNAP inh no acc -8, PMI activator 1, FLuc stim CS 1.1, Diaphorase inh 13, Efa HMGR inh 1 and PMI act satM6P 1.
Screening O=S(=O)(c1c(F)cccc1F)N1CCN(C(=S)NCc2ccc3c(c2)OCO3)CC1 returned TNAP inh hiacc -6, G6PDH CS 4, TNAP act hiacc 1.1, Diaphorase act 0.9, TNAP inh no acc -11, PMI activator 1, FLuc stim CS 1.1, Diaphorase inh 6, Efa HMGR inh -2 and PMI act satM6P 1.
Screening CNc1nc(CCN2C(=O)c3ccccc3C2=O)cs1 returned TNAP inh hiacc -2, G6PDH CS 4, TNAP act hiacc 1, Diaphorase act 1.1, TNAP inh no acc -10, PMI activator 1.2, FLuc stim CS 1, Diaphorase inh -7, Efa HMGR inh 0 and PMI act satM6P 1.1.
`CCOC(=O)c1cc([N+](=O)[O-])c([N+](=O)[O-])cc1NC(C)=O` gave TNAP inh hiacc -1, G6PDH CS 6, TNAP act hiacc 1, Diaphorase act 1, TNAP inh no acc -7, PMI activator 1.1, FLuc stim CS 1, Diaphorase inh 1, Efa HMGR inh 4 and PMI act satM6P 1.
For Cc1c(CCC(C)C)c(-n2ccnc2C)n2c(nc3ccccc32)c1C#N the results were TNAP inh hiacc 0, G6PDH CS 13, TNAP act hiacc 1, Diaphorase act 0.9, TNAP inh no acc -6, PMI activator 0.9, FLuc stim CS 1, Diaphorase inh 7, Efa HMGR inh 1 and PMI act satM6P 1.
For CC(=O)Nc1ccc(-c2cn3ccsc3n2)cc1 the results were TNAP inh hiacc -4, G6PDH CS -3, TNAP act hiacc 1, Diaphorase act 0.9, TNAP inh no acc -3, PMI activator 0.9, FLuc stim CS 0.3, Diaphorase inh 10, Efa HMGR inh 2 and PMI act satM6P 1.
Screening CCOc1ccccc1CN1CCN(S(=O)(=O)CC)CC1 returned TNAP inh hiacc -2, G6PDH CS 4, TNAP act hiacc 1, Diaphorase act 0.9, TNAP inh no acc 7, PMI activator 1, FLuc stim CS 1.1, Diaphorase inh 13, Efa HMGR inh 0 and PMI act satM6P 1.
`O=C(OCC(=O)N1CCN(C(=O)c2ccco2)CC1)c1ccccc1C(=O)c1ccc(Cl)cc1` gave TNAP inh hiacc -5, G6PDH CS 16, TNAP act hiacc 1.1, Diaphorase act 0.8, TNAP inh no acc -12, PMI activator 1, FLuc stim CS 1.1, Diaphorase inh 22, Efa HMGR inh -8 and PMI act satM6P 1.
For Cc1cccn2c(=O)c3cc(S(=O)(=O)c4ccccc4)c(=N)n(Cc4ccco4)c3nc12 the results were TNAP inh hiacc 1, G6PDH CS 6, TNAP act hiacc 1, TNAP inh no acc 5, FLuc stim CS 1 and Efa HMGR inh -4.
Screening COc1ccc(-n2nnnc2SCC(=O)N2CCCC2)cc1OC returned TNAP inh hiacc -6, G6PDH CS 2, TNAP act hiacc 1.1, Diaphorase act 0.8, TNAP inh no acc -15, PMI activator 0.9, FLuc stim CS 1.1, Diaphorase inh 15, Efa HMGR inh -8 and PMI act satM6P 1.
